Screening data: PubChem BioAssay, Southern Research Specialized Biocontainment Screening Center
PhoP GFP inhibition = Inhibition of PhoP regulon, Salmonella typhi GFP reporter cells, confirmation, 4 h (AID 1850). Salmonella Typhi PhoP-promoter GFP reporter, fluorescence, 4 h; higher % means a stronger effect. one-dose inhibition, % at 50 µM; IC50 in µM for titrated hits. hit rate 0.33% among 310,000; in the data active means a potency from the dose series; inconclusive means inhibition mostly from about 25% at the one dose, without a potency; inactive means the rest, 99 in 100 with inhibition below about 19%;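 further: 0% = induced wells with vehicle and 100% = uninduced wells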
inhibitors of VEEV = inhibitors of VEEV TC-83 cytopathic effect, confirmation, Vero cells (AID 588727). Vero cells, VEEV TC-83 cytopathic effect inhibition; higher % means a stronger effect. inhibition, % at 20 µM; hits with a dose series show IC50 in µM. hit rate 0.13% among 350,000; in the data active means a potency from the dose series; inconclusive means inhibition mostly from about 14% at the one dose, without a potency; inactive means the rest, 99 in 100 with inhibition below about 12%; further: strong numbers were not always called active
H1N1 NS1A inhibition = H1N1 influenza NS1A inhibitors, functional cell based assay (AID 504329); one-dose inhibition, % at 12.5 µM; IC50 in µM for titrated hits; NS1A functional cell-based assay, percent inhibition; higher % means a stronger effect; hit rate 0.3% among 340,000; in the data active means a potency from the dose series; inconclusive means inhibition above about 27% without an active follow-up result; further: strong numbers were not always called active
tuberculosis growth = growth inhibition of non-replicating M. tuberculosis (AID 488890) | Mycobacterium tuberculosis non-replicating, growth inhibition; higher % means a stronger effect | hit rate 0.39% among 320,000 | inhibition, % at 25 µM, or IC50 in µM where a hit was titrated; in the data active means a potency from the dose series; inconclusive means inhibition mostly from about 82% at the one dose, without a potency; inactive means the rest, 99 in 100 with inhibition below about 76%;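 further: plate controls were DMSO cells for no effect and high antibiotic wells for full effect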
H37Rv inhibition = M. tuberculosis growth inhibition, HTS (AID 449762); hit rate 0.59% among 330,000; one-dose inhibition, % at 25 µM; IC50 in µM for titrated hits; M. tuberculosis H37Rv growth inhibition, 7H9 media; higher % means a stronger effect; in the data active means a potency from the dose series; inconclusive means inhibition above about 70% without an active follow-up result;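 further: bacterial growth assessed after seven days of incubation; strong numbers were not always called active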
inhibitors of VEEV 10K pilot screen = recorded beside inhibitors of VEEV, whose call it bears; inhibition, %; measured here: 10K pilot screen inhibition
Starred values were filed as active, the others as inactive; i = inactive; ? = inconclusive; · = no result given.

SMILES	PhoP GFP inhibition	inhibitors of VEEV	H1N1 NS1A inhibition	tuberculosis growth	H37Rv inhibition	others
Nc1c(C(=O)O)ccc2c1C(=O)c1ccccc1C2=O	15%	0.5%	16%	71%	42%
CCCCC1=CC2=CC(=O)C(C)(O)C(=O)C2=CO1 (stereo unspecified)	2%	·	·	-4%	6%
Cc1ccc(C)c(OCCC(=O)Nc2cccc(S(=O)(=O)N3CCCC3)c2)c1	-3%	8.6%	-7%	-2%	-4%
CC(=O)Nc1nc(C)c(CCCOc2ccc([N+](=O)[O-])cc2)c(=O)[nH]1	1%	0.4%	0%	-1%	5%
Cc1[nH]nc2c1C(c1cccs1)C(C#N)=C(N)O2 (stereo unspecified)	5%	1.2%	3%	-34%	-2%	inhibitors of VEEV 10K pilot screen=1.0
CCN(CC)Cc1c(O)ccc2c(=O)c(Oc3ccccc3OC)c(C)oc12	-7%	i	-1%	-1%	-3%
Cc1ccc(OC(=O)c2ccc3nc(C)sc3c2)cc1	5%	·	·	77%	?
CC(C)(C)C(=O)Cn1c(NCCCO)nc2ccccc21	17%	1.3%	-11%	-8%	-1%
COc1ccccc1C(=O)NC(CCSC)C(=O)Nc1ccc(C)c(S(=O)(=O)N2CCOCC2)c1 (stereo unspecified)	·	5.6%	-5%	13%	6%
O=C(N/N=C/c1cc([N+](=O)[O-])ccc1N1CCCCCC1)c1ccccn1	-1%	11%	6%	27%	?
O=C(NC(NC(=S)Nc1cc(Cl)ccc1Cl)C(Cl)(Cl)Cl)c1ccco1 (stereo unspecified)	1%	7.7%	-2%	?	11%
O=[N+]([O-])c1cncc([N+](=O)[O-])c1Nc1ccccc1Cl	-8%	3.4%	4%	5.4µM*	?
Cn1c(=O)c(=O)n(C)c2cc(S(=O)(=O)CCC(=O)Nc3c(F)c(F)c(F)c(F)c3F)ccc21	-4%	1.7%	-7%	4%	4%
O=C(COC(=O)CCS(=O)(=O)c1ccccc1)Nc1ccc(N2CCCCC2)cc1	·	i	4%	-43%	-8%
Cc1nc2c3cnn(-c4ccccc4)c3ncn2n1	-9%	9.5%	16%	17%	-9%
CC1CCN(S(=O)(=O)c2ccc3c(c2)c(=O)c(C(=O)N2CCCCC2)cn3C)CC1	1%	1.1%	-3%	7%	-4%
O=C(CSc1ccc2nnc(CCNC(=O)c3ccccc3)n2n1)NCc1ccco1	-3%	2.1%	-3%	3%	1%
Cc1ccc(S(=O)(=O)N2CCC(NC(=O)OC(C)C)CC2)cc1	4%	1.0%	-8%	-24%	-13%
Cc1ccc(NC(=S)N2CCn3cccc3C2c2cccnc2)cc1 (stereo unspecified)	2%	1.2%	5%	-1%	-5%
CS(=O)(=O)Nc1ccc(Cc2ccc(NS(C)(=O)=O)cc2)cc1	6%	i	-3%	-9%	-8%
CC(C)C(NC(=O)C(Cc1ccccc1)NC(=O)OCc1ccccc1)C(=O)O (stereo unspecified)	-5%	0.2%	-1%	-6%	-7%
Cc1cc(C)cc(OCC(=O)NCCc2nc3ccccc3[nH]2)c1	0%	0.1%	2%	-1%	-4%
Cc1nc2ncccn2c1-c1csc(Nc2ccc(N(C)C)cc2)n1	·	9.9%	8.9µM*	·	·
O=C(CCn1c(=O)oc2ccccc21)N1CCOCC1	-9%	5.0%	0%	7%	-4%
CC(=O)c1sc(N/N=C\c2cccc(Br)c2)nc1C	-3%	10%	21%	54%	?
C/C=C(\C)C(=O)NCCN1C2=NC[C@H](C)N2C[C@@H]1Cc1ccc(OC)cc1	0%	i	-2%	-15%	0%	inhibitors of VEEV 10K pilot screen=0.1
CCOC(=O)C1(Cc2ccc(Cl)cc2)CCN(Cc2cn(CC)nc2C)CC1	7%	i	-5%	9%	1%
CC(=O)Nc1ccc(S(=O)(=O)NC(C)c2ccccc2)cc1 (stereo unspecified)	6%	0.3%	-3%	-6%	-1%
CC(NC(=O)c1ccc2ccccc2n1)c1ccc(Br)cc1 (stereo unspecified)	-19%	0.5%	7%	72%	15%
O=C(CN1C(=O)C2C3C=CC(C3)C2C1=O)NCCN1CCCc2ccccc21 (stereo unspecified)	-5%	1.2%	11%	·	-6%
CSc1cc(C)n(-c2ccccc2C)c(=S)c1C(C)=O	3%	2.1%	-8%	46%	5%
Cc1ccc2c(c1)C(=O)C(=O)N2Cc1ccc(Br)cc1	·	0.8%	20%	43%	-2%
O=C(NCc1ccccn1)c1cc(-c2ccc(-c3ccccc3)cc2)nc2ccccc12	-5%	9.6%	5%	24%	20%
CC1CCCC(NC(=O)CCn2c(=S)oc3ccccc32)C1C (stereo unspecified)	-17%	0.5%	-12%	-11%	-8%
C/C(=N/Nc1nc(C)c(C)s1)c1cccc([N+](=O)[O-])c1	-12%	4.9%	1%	66%	?
CN(C)CCCNCC(=O)c1c(-c2ccccc2)n(C)c2ccccc12	-24%	1.2%	-1%	31%	2%
CCc1ccc(C(=O)N/N=C(\C)c2cccnc2)s1	1%	4.8%	-4%	16%	-4%
Cc1cc[n+](-c2nc3ccccc3nc2C(=C=[N-])C#N)cc1	1%	5.9%	2%	7%	12%
O=S(=O)(c1cccc(-c2n[nH]c(=S)o2)c1)N1CCOCC1	11%	i	4%	-4%	-10%
Cc1nc2ccc(NC(=O)c3ccc(F)c(S(=O)(=O)N4CCOCC4)c3)cc2s1	2%	1.3%	-4%	29%	-4%
O=C(O)c1ccc(Nc2c3ccccc3nc3ccccc23)cc1	4%	1.1%	-6%	13%	13%
O=C(N/N=C/c1ccccc1)c1ccc(N2CCCC2=O)cc1	-70%	1.6%	5%	-15%	-10%
COC(=O)C1=C(c2ccc(F)cc2OCc2ccccc2)C[C@@H]2CC[C@H]1N2C(=O)N1CCC(O)(c2ccc(Cl)cc2)CC1	·	3.7%	1%	37%	5%
COc1cccc(NC(=O)CSc2nnc(-c3ccc(C)cc3)o2)c1	1%	3.3%	2%	?	?
CCOC(=O)CC(=O)CSc1ccc2nnc(-c3ccc(F)cc3)n2n1	-1%	1.3%	4%	9%	-6%
Cc1ccc(S(=O)(=O)CC(=O)c2ccc3c(c2)OCCO3)cc1	4%	0.2%	-19%	0%	-1%
CCCC(=O)Nc1ccc(-c2csc(-c3cccnc3)n2)cc1	9%	i	-1%	5%	4%
CCOC(=O)C1(Cc2ccc(OC)cc2)CCN(C(=O)CN2CCOC2=O)CC1	-13%	0.8%	-11%	·	-16%
O=C(COc1coc(CN2CCc3ccccc3C2)cc1=O)Nc1ccc(F)cc1F	1%	2.5%	-5%	-11%	3%
O=C(OCCc1cc2ccccc2c(=O)o1)c1ccco1	·	i	-7%	·	0%
Cc1ccc(CN2C(=O)CCC2C(=O)NCC2CCCO2)cc1 (stereo unspecified)	3%	1.4%	-13%	-3%	3%
COc1ccccc1N1CCN(C(=O)/C=C/c2c(Cl)nc3ccccn23)CC1	-4%	9.5%	3%	15%	9%
COCCCN1C(=O)c2ccc(C(=O)NCc3ccccn3)cc2C1=O	3%	2.5%	8%	-5%	-3%
Cc1nnc(SCc2nc(N)nc(Nc3ccccc3)n2)s1	-2%	1.3%	3%	2%	-17%
Cc1cc(C)n(CC(=O)c2ccc(Br)cc2)c(=O)c1C#N	-9%	i	-1%	12%	5%
Cn1c(SCc2ccc(C#N)cc2)nnc1-c1ccccc1	-1%	0.5%	-17%	15%	-9%
CC(C)N(C(=O)CN1CCC(c2nc3ccccc3[nH]2)CC1)C(C)C	10%	0.3%	11%	-11%	3%
CC(=O)Nc1ccc(S(=O)(=O)NCc2csc(C)n2)cc1	-8%	i	0%	0%	2%
CC(C)CNS(=O)(=O)c1ccc(OCC(=O)Nc2ccc(F)cc2F)cc1	-6%	0.5%	1%	40%	2%
CCC(Sc1nc2ccsc2c(=O)n1-c1ccc(Cl)c(C)c1)C(=O)NCc1ccco1 (stereo unspecified)	-7%	9.0%	0%	27%	1%	inhibitors of VEEV 10K pilot screen=8.5
(continued)
SMILES	PhoP GFP inhibition	inhibitors of VEEV	H1N1 NS1A inhibition	tuberculosis growth	H37Rv inhibition	others
COc1cccc(CNC(=O)C(C)n2nc(C)n3c(cc4occc43)c2=O)c1 (stereo unspecified)	3%	i	-2%	-19%	9%
Cc1ccc(CCNC(=O)C23CN(Cc4ccccc4)CC2C(c2ccc([N+](=O)[O-])cc2)=NO3)cc1 (stereo unspecified)	-3%	0.1%	-7%	13%	-2%	inhibitors of VEEV 10K pilot screen=0.0
CCCC(=O)Nc1ccc2c(c1)nc1n2CCN(CCOC)C1	3%	0.2%	-2%	-9%	5%
CCOC(=O)c1cc(COc2cc(Cl)cc(Cl)c2)on1	6%	·	·	0.59µM*	?
CCc1ccc(OCC(=O)NNC(=O)c2c(CC)noc2C)cc1	2%	1.2%	-9%	27%	6%
CN(Cc1ccc(Cl)cc1Cl)C(=O)CN1C(=O)NC2(CCCC2)C1=O	5%	i	0%	-18%	-5%
COC(=O)C1CCN(C(=O)CN(C)Cc2ccc(C(C)(C)C)cc2)CC1	6%	2.2%	-3%	78%	0%
COc1ccc(N2C(=O)C(Cl)=C(N3CCOCC3)C2=O)cc1	-10%	0.0%	-3%	?	6%
COc1ccc(-c2[nH]ncc2/C=N/NC(=O)c2cccc([N+](=O)[O-])c2)cc1OC	7%	1.1%	-1%	4%	1%
COC(=O)C1=C(C)Nc2nnnn2C1c1cccs1 (stereo unspecified)	7%	0.2%	-4%	-4%	-4%
Cc1ccc(C(C)C)c(OCC(=O)NNC2=CC(=O)CC(C)(C)C2)c1	-2%	i	-19%	10%	-4%
CSc1cccc(NC(=S)NC(=O)c2cccnc2)c1	0%	0.9%	20%	68%	2%

Reprinted at random: three compounds from above, in no set order.
SMILES	PhoP GFP inhibition	inhibitors of VEEV	H1N1 NS1A inhibition	tuberculosis growth	H37Rv inhibition	others
COC(=O)C1CCN(C(=O)CN(C)Cc2ccc(C(C)(C)C)cc2)CC1	6%	2.2%	-3%	78%	0%
CN(Cc1ccc(Cl)cc1Cl)C(=O)CN1C(=O)NC2(CCCC2)C1=O	5%	i	0%	-18%	-5%
COc1ccc(-c2[nH]ncc2/C=N/NC(=O)c2cccc([N+](=O)[O-])c2)cc1OC	7%	1.1%	-1%	4%	1%

Next part.
SMILES	PhoP GFP inhibition	inhibitors of VEEV	H1N1 NS1A inhibition	tuberculosis growth	H37Rv inhibition	others
COC(=O)CSc1nnc(CNC(=O)c2ccc(S(=O)(=O)N3CCOCC3)cc2)n1C	7%	0.1%	5%	-15%	5%	inhibitors of VEEV 10K pilot screen=0.1
CCOC(=O)C1(C(=O)OCC)NC(=O)CC1C(C)C (stereo unspecified)	·	0.8%	-23%	·	·
COc1ccccc1Nc1nnc(SCC(=O)N2CCCC2)s1	-11%	3.6%	3%	-5%	-9%
Cc1ccc(-c2nc3ccccc3c(=O)n2NC(=O)COc2ccccc2)cc1	11%	1.3%	-2%	-8%	7%
CCCC1Cc2c(sc(N)c2C#N)CO1 (stereo unspecified)	6%	0.5%	2%	-3%	-2%
CC(=O)C1=C(O)C(=O)N(c2ccc(S(N)(=O)=O)cc2)C1c1cccc([N+](=O)[O-])c1 (stereo unspecified)	3%	0.7%	-5%	-9%	-3%
COC(=O)c1cc(NC(=O)COC(=O)CN2C(=O)C3CC=CCC3C2=O)cc(C(=O)OC)c1 (stereo unspecified)	·	1.4%	0%	·	·
CN=C1N(C)C[C@@H]2[C@@H]3C(=O)N(C)C(=O)[C@@H]3[C@](Cc3ccccc3)(C(=O)OC)N12	·	0.2%	17%	·	·
Cc1cccc(-n2ccnc2CN2CCN(C3CCCC3)C(CCO)C2)c1 (stereo unspecified)	24%	7.3%	-3%	46%	-10%
Cc1ccc(NC(=O)CNc2ccccc2N2CCCC2=O)cc1S(=O)(=O)N1CCCCC1	·	5.4%	-7%	26%	-1%
O=C(/C=C/c1cccc([N+](=O)[O-])c1)NCc1ccco1	-2%	i	1%	50%	10%
Cc1noc(C)c1COc1ccccc1C(=O)N1CCN(S(=O)(=O)c2ccc(F)c(F)c2)CC1	·	3.4%	10%	·	·
CCN1C(=O)[C@H]2[C@@H](c3ccccc3)N3C(=O)N(c4cccc(F)c4)C(=O)[C@@]3(CC(C)C)[C@H]2C1=O	2%	0.3%	-12%	-5%	-7%
N#Cc1ccsc1NC(=O)C1CCN(C(=O)c2ccc(Cl)cc2)CC1	0%	8.3%	-9%	-3%	5%

Part of the list above in order of heavy-atom count, descending:
SMILES	PhoP GFP inhibition	inhibitors of VEEV	H1N1 NS1A inhibition	tuberculosis growth	H37Rv inhibition	others
Cc1noc(C)c1COc1ccccc1C(=O)N1CCN(S(=O)(=O)c2ccc(F)c(F)c2)CC1	·	3.4%	10%	·	·
O=C(NCc1ccccn1)c1cc(-c2ccc(-c3ccccc3)cc2)nc2ccccc12	-5%	9.6%	5%	24%	20%
COc1cccc(NC(=O)CSc2nnc(-c3ccc(C)cc3)o2)c1	1%	3.3%	2%	?	?
